Bioassay records (PubChem)
CHO-K1 Ca antag = counter-screen for M1 antagonists: effect in parental CHO-K1 cells. inhibition, % at 3 µM. ATP-induced calcium, Fluo-8 fluorescence. 360,000 tested, 0.6% active;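 active = inhibition above a per-plate cutoff, the plate's mean sample inhibition plus 3 SD, cut at about 24% in these data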;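 note: 0% = DMSO plus EC80 ATP and 100% = DMSO alone without ATP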
CHO-K1 Ca ag = nonselective activator or artifact in parental CHO-K1 cells; activation, % at 3 µM; 360,000 tested, 0.48% active; Fluo-8 calcium fluorescence; scaled to maximal ATP response, vehicle zero; AID 602248; in the data active = activation above about 15%;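 note: untransfected CHO-K1 host cells lacking M1 receptor as counterscreen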
OXTR potentiator = potentiators of human oxytocin receptor; 320,000 tested, 0.061% active; activation, % at 3 µM; P30559; CHO-OTR cells, Fluo-8 calcium fluorescence, potentiator mode; 0% = oxytocin EC15, 100% = EC100;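 active = activation above that plate's cutoff, the mean activation of tested compounds plus 3 SD, cut at about 6.6% in these data, passing the limit was not always enough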;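 note: 100% uses oxytocin at 75 nM as the full agonist control; some results filed as inactive read as strong as hits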
Target sequence (P30559 whole entry, looked up): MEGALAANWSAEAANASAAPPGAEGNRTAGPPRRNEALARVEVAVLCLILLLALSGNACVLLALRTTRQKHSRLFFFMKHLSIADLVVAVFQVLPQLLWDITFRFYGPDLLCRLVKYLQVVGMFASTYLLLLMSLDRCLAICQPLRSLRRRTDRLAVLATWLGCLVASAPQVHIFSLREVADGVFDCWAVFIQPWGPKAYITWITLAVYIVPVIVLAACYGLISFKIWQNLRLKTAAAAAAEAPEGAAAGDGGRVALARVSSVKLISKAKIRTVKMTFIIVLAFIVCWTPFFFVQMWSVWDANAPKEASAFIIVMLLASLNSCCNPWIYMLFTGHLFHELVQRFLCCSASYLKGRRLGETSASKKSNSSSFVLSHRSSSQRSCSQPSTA
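test system = CHO-OTR cells, human receptor | compound = single-point 3.0 µM | schedule = 6 min compound pre-incubation at room temperature, 100 s kinetic read | signal = Fluo-8 no-wash calcium dye fluorescence, excitation 470-495 nm, emission 515-575 nm | repeats = single well per compound, singlicate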
V1aR counter = V1a receptor agonism, counter-screen for OXTR agonists | 320,000 tested, 0.25% active | activation, % at 3 µM | P37288 | CHO-V1R cells, Fluo-8 calcium fluorescence, agonist mode; 0% DMSO, 100% 3 nM vasopressin | AID 2797;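 active = activation above the mean activation of all tested compounds plus 3 SD, per screening run, cut at about 20% in these data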;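 note: signal is peak over basal fluorescence ratio across a 100 second FLIPR read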
GPR7 antag = human neuropeptides B/W receptor 1 antagonism; P48145; GPR7-expressing cells, fluorescence antagonist assay; inhibition, % at 4.4 µM; 290,000 tested, 1.1% active; AID 1861; in the data active = inhibition above about 16%, passing the limit was not always enough;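 note: cells stimulated with the agonist NPW; 0% = agonist with vehicle and 100% = vehicle without agonist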
Target sequence (P48145 whole entry, looked up): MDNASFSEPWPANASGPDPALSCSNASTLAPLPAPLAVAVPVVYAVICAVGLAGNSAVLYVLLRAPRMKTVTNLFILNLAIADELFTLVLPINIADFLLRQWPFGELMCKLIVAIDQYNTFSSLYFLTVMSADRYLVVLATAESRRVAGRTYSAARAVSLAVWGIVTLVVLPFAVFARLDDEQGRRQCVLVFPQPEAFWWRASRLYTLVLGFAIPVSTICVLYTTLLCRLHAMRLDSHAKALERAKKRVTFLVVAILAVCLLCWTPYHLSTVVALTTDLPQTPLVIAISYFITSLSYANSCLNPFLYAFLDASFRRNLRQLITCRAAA
OXTR ag = agonists of human oxytocin receptor; 320,000 tested, 0.32% active; CHO-OTR cells, Fluo-8 calcium fluorescence; normalized: DMSO 0%, oxytocin 100%; activation, % at 3 µM; P30559;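 active = activation above the mean of all tested compounds plus 3 SD, cutoff set per screening run, cut at about 20% in these data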;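 note: peak over basal fluorescence ratio from a 100 s FLIPR kinetic read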
M1 PAM parental = M1 PAM counterscreen hit in parental CHO-K1 cells; ATP EC20, Fluo-8 calcium fluorescence; 0% at ATP EC20, 100% at ATP max; activation, % at 3 µM; 360,000 tested, 0.02% active; AID 602247;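 active = activation above the run cutoff, the mean activation of all test compounds plus 3 SD, cut at about 40% in these data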;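 note: peak over basal fluorescence ratio in a 140 s read after ATP addition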
CHO parental Ca = counter-screen for OX1R antagonists: effect in parental CHO cells; parental CHO-K1, ATP-induced calcium, Fluo-8 fluorescence; inhibition, % at 5.6 µM; 330,000 tested, 0.63% active; AID 463079;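 active = inhibition above that plate's mean sample inhibition plus 3 SD, cut at about 26% in these data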;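 note: 0% = ATP-challenged DMSO wells and 100% = DMSO wells without ATP; some compounds past the cut are filed as inactive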
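Assay system: parental CHO cells; Read-out basis: percent inhibition of ATP-evoked calcium rise, normalized to controls; Benchmarks: ATP and no-ATP DMSO wells; Compound dosing: single nominal dose of 5.6 µM per compound; Signal: Fluo-8 calcium dye fluorescence; Also added: ATP as calcium-mobilizing challenge; Repeats: singlicate.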
TAAR1 antag = antagonists of human TAAR1 | AID 624466 | Q96RJ0 | inhibition, % at 3 µM | CHO RD-HGA16 TAAR1, Fluo-8 calcium fluorescence, antagonist | 360,000 tested, 1.5% active;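 active = inhibition above a per-plate cutoff, the mean inhibition of test compounds on that plate plus 3 SD, cut at about 49% in these data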;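 note: 0% = DMSO plus EC80 beta-PEA response and 100% = DMSO alone without agonist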
Target sequence (Q96RJ0 whole entry, looked up): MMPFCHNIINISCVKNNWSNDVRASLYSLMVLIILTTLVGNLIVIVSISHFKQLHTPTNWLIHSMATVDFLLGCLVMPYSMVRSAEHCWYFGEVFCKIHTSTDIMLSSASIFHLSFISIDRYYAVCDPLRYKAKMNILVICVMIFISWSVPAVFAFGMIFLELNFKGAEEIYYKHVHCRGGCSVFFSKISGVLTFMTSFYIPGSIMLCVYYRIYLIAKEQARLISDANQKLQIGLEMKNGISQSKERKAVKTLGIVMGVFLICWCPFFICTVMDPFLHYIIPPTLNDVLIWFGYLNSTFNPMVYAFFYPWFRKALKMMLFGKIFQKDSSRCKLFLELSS
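Material: RD-HGA16 CHO cells with stable hTAAR1 and Gα16; Dosing: single nominal final test compound concentration of 3 µM; Schedule: seeding 17-24 h prior, 75-min 37 °C, 30-min RT dye loading; Detection: kinetic Fluo-8 calcium fluorescence measurement; Measure: % inhibition from peak post-agonist over basal fluorescence ratio; Benchmarks: vehicle and agonist controls.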
The depositor's hits bear a star; . = no result given. No enrichment for hits; any-hit rate near 3.5%.

SMILES	CHO-K1 Ca antag	CHO-K1 Ca ag	OXTR potentiator	V1aR counter	GPR7 antag	OXTR ag	M1 PAM parental	CHO parental Ca	TAAR1 antag
Cn1cnnc1SCC(=O)NC1CCCC1	2	0.6	3	0.4	-10	1.2	15	2	-17
O=C(C[n+]1cccc2ccccc21)c1ccc(NC(=O)c2ccccc2)cc1	3	-0.2	8	1.4	-2	0.7	11	-12	-12
O=C(NCN1C(=O)C2C3C=CC(C3)C2C1=O)Nc1ccccc1O (stereo unspecified)	-10	-0.1	-11	1.8	-21	1.0	15	-4	-7
O=C(CSc1nnc(C2CC2)n1-c1ccccc1)NCCc1ccccc1	-11	-0.1	2	-0.3	3	-0.1	12	-11	-7
Nn1c(SCC(=O)NC2CCCc3ccccc32)nnc1-c1cccs1 (stereo unspecified)	-6	0.4	-17	-0.2	-2	-2.0	2	-19	-15
CCN1CCN(c2nc(-c3cccnc3)nc3ccccc23)CC1	-11	0.1	-1	1.3	-16	0.4	3	6	-7
O=C(CC1Oc2ccccc2NC1=O)NCCc1ccccc1 (stereo unspecified)	-1	0.7	-3	0.3	-14	-0.4	17	-2	16
COc1cccc(CNc2cccc(C(F)(F)F)c2)c1O	-11	2.5	-13	0.2	2	-0.5	10	-3	13
CC(C)=NOc1cc(NC(=O)CCl)cc([N+](=O)[O-])c1	-16	0.0	-7	0.4	-9	-0.6	30	-1	-30
COc1cc2c(cc1OC)[C@@H](NC(=O)CCc1ccccc1)[C@H](OCc1ccccc1)C2	11	1.7	.	.	.	.	7	-28	42
Cc1nc(SC(C(N)=O)c2ccccc2)c(C#N)c(C)c1C (stereo unspecified)	-3	2.7	0	2.6	-6	1.0	18	-12	-8
CCOC(=O)c1ccc(NC(=O)c2nc[nH]c2C(=O)N[C@@H](C)CO)cc1	0	1.3	.	.	.	.	8	.	5
O=C(c1ccc(NC2=NC3CS(=O)(=O)CC3S2)cc1)N1CCN(c2ccc([N+](=O)[O-])cc2)CC1 (stereo unspecified)	-8	-0.5	-6	0.7	-13	-0.5	-2	-7	-21
O=C(NN=C1CCN(Cc2ccccc2)CC1)c1cc2ccccc2cc1O	-3	0.8	-4	-0.8	7	-0.9	25	-3	7
C=CCn1c(SCC(=O)Nc2ccccc2-c2ccccc2)nc2cc(C(=O)O)ccc2c1=O	-9	0.3	0	0.4	-16	-0.1	14	-10	1
COc1ccc(Nc2nc3[nH]c(=O)cc(O)c3s2)cc1	-7	0.0	-13	-0.9	-7	-1.0	22	-12	-13
CCN(CC)CCCNC(=O)c1cc(-c2ccc3c(c2)OCO3)on1	-12	0.3	-21	0.2	15	-0.2	16	-10	-21
CCOC(=O)N1CCN(C(=O)Cc2cccc3ccccc23)CC1	6	-0.3	-19	1.2	1	-0.7	6	0	-11
Cc1ccc(/C=N/N2CCN(Cc3ccc(Cl)cc3)CC2)o1	-2	1.1	-6	-0.1	-8	-1.6	17	-17	17
Cc1cnc(C(=O)OCC(=O)Nc2ccc(Br)cc2F)cn1	-14	0.4	-1	0.4	.	-1.0	1	4	-2
Cc1ccccc1NC(=O)CNC(=O)N1CC(=O)Nc2ccccc21	12	-0.1	.	.	.	.	-11	.	-14
COc1ccccc1-c1c(C)c(C)nc(N)c1C#N	-8	0.4	-3	-0.8	-15	0.0	19	-10	0
CSCCC(NS(=O)(=O)c1ccccc1F)C(=O)NCc1cccnc1 (stereo unspecified)	14	-0.2	-2	-0.4	.	0.1	-19	-5	-24
COc1ccc(-c2cc(C(F)(F)F)n3nc(C(=O)NCCCN4CCOCC4)cc3n2)cc1	.	.	-11	0.5	10	-1.0	.	-8	-7
O=C(OCC(=O)N1CCOCC1)c1ccc(F)cc1Cl	-6	0.2	-4	0.0	7	0.9	5	-6	10

Compound profiles, as listed above. Values in the order: CHO-K1 Ca antag, CHO-K1 Ca ag, OXTR potentiator, V1aR counter, GPR7 antag, OXTR ag, M1 PAM parental, CHO parental Ca, TAAR1 antag
`COc1ccc(-c2cc(C(F)(F)F)n3nc(C(=O)NCCCN4CCOCC4)cc3n2)cc1` in the list: ., ., -11, 0.5, 10, -1.0, ., -8, -7
`CCOC(=O)N1CCN(C(=O)Cc2cccc3ccccc23)CC1` in the list: 6, -0.3, -19, 1.2, 1, -0.7, 6, 0, -11
`COc1ccc(Nc2nc3[nH]c(=O)cc(O)c3s2)cc1` in the list: -7, 0.0, -13, -0.9, -7, -1.0, 22, -12, -13

Later entries.
SMILES	CHO-K1 Ca antag	CHO-K1 Ca ag	OXTR potentiator	V1aR counter	GPR7 antag	OXTR ag	M1 PAM parental	CHO parental Ca	TAAR1 antag
COc1ccc(CN(CCNC(=O)CCCCC(=O)NCCN(Cc2ccc(OC)cc2)C(C)C)C(C)C)cc1	-16	0.5	0	-0.2	.	0.8	21	-5	4
CCOC(=O)CSc1nnc(CNC(=O)c2cccs2)n1-c1ccccc1	-12	0.7	-6	1.0	-2	0.0	18	4	12
COc1ccc(C(C(=O)NC(C)(C)C)N(C(=O)CNC(=O)c2cccs2)c2cccnc2)cc1OC (stereo unspecified)	10	-0.4	1	0.1	-7	0.8	-2	-2	14
Cc1ccc(CNC(=O)c2ccc(N(C)C)cc2)cc1	-12	1.0	8	1.6	-6	-0.5	12	-5	14
CN1CCN(CC2(O)CCN(S(=O)(=O)c3ccc(Cl)cc3)CC2)CC1	-1	0.9	0	-0.7	-14	0.7	6	-3	9
CC(=O)CCSc1nnc(-c2cccc(S(=O)(=O)N3CCOCC3)c2)o1	-10	2.2	0	0.5	.	0.5	12	-7	-21
CC(=O)Nc1csc2ccccc12	-14	1.1	-6	-0.9	1	0.4	13	-4	4
Fc1ccccc1-c1nc(-c2ccncc2)no1	-3	0.9	1	1.0	6	-0.8	9	-4	-2
CC(C)NC(=O)c1ccc(NC(=O)CC2SC(N3CCCC3)=NC2=O)cc1 (stereo unspecified)	-12	-0.2	3	-0.7	.	1.9	-2	-9	-9
COc1cc(/C=N/Nc2ncc(C(F)(F)F)cc2Cl)cc(OC)c1O	11	-0.6	-12	-0.4	-10	2.0	-11	0	-11
CCOC(=O)C1(C)C=C(Nc2ccc(OC)cc2)C(=O)N1c1ccc(OC)cc1 (stereo unspecified)	1	0.5	-2	-0.8	-11	-0.7	16	-9	-1
COCCNC(=O)Nc1ccc2c(c1)N(C)C(=O)CS2	-20	0.7	-3	0.1	-7	-0.3	20	4	-1
CCOC(=O)C1(S(=O)(=O)c2ccc(Cl)cc2)CCN(Cc2ccccc2)CC1	-6	1.1	-5	-1.6	-7	-1.3	21	-12	-3
O=C(OCc1nnc(-c2ccc(Br)cc2)o1)c1ccco1	0	1.6	-7	-0.4	4	-0.6	16	-12	11
CC(C)n1c(=O)c2c(O)cc(=O)oc2c2ccccc21	-9	0.2	3	-0.1	-1	0.4	12	-6	11
O=C(Cn1nnc(-c2ccccc2)n1)OC1CCOC1=O (stereo unspecified)	-2	0.1	-9	-0.7	-14	0.1	12	9	-8
CSc1nnc(CNS(=O)(=O)c2ccc(F)cc2)n1C	8	0.1	4	0.8	-13	0.9	6	5	1
COc1ccc(Cl)cc1-c1nc(SCC(=O)NC2CCS(=O)(=O)C2)n[nH]1 (stereo unspecified)	-4	-0.1	-3	-0.1	.	-0.6	3	-9	8
Cc1cc(C)nc(Sc2nc(C)nc3c2oc2ccccc23)n1	-3	1.1	-3	0.2	-2	-1.5	2	-21	-5
Cc1ccsc1C(=O)Nc1ccc2c(c1)OCCO2	4	0.0	-1	-0.4	-5	-0.7	17	4	5
CCOc1ccc2[nH]c3nc(SCC(=O)OC(C)C)nnc3c2c1	16	0.3	-1	1.0	-1	0.8	-1	2	-8
CCCC(=O)Nc1ccc(NC(=O)c2ccccc2Cl)nc1	24*	0.3	-11	-0.7	-10	-0.1	-7	-8	3
COc1cc2c(C)nc3c(c(C)nn3-c3ccccc3)c2cc1OC	-17	0.5	-4	0.1	0	1.7	25	-8	-20
O=C(Nc1ccc(C(=O)N2CCCCC2)cc1)c1ccccc1	-2	0.5	.	.	.	.	1	.	-10
CC(CNC(=O)c1cccs1)c1ccc([N+](=O)[O-])cc1 (stereo unspecified)	-9	0.8	-8	0.8	-6	-0.7	8	-10	-11

(more compounds)
SMILES	CHO-K1 Ca antag	CHO-K1 Ca ag	OXTR potentiator	V1aR counter	GPR7 antag	OXTR ag	M1 PAM parental	CHO parental Ca	TAAR1 antag
O=C(NCCCc1ccncc1)C1CCC(=O)N(CCc2cccc(F)c2)C1 (stereo unspecified)	-14	1.2	1	0.7	1	0.6	15	-1	-10
CC1(C)CC(=O)C2=C(C1)N=C1SCCC(=O)N1C2c1ccccc1 (stereo unspecified)	-11	-0.1	-3	-0.3	1	-0.6	0	-16	-27
S=C(N/N=C/c1ccccc1Cl)Nc1ccccc1	2	-0.1	-2	-1.2	-7	-2.7	16	-6	-2
CC(C)C12CN3CC(C(C)C)(CN(C1)C3c1ccc([N+](=O)[O-])o1)C2=O (stereo unspecified)	-1	0.3	-1	-1.4	-14	-0.1	-22	-12	-27
Cc1c(-c2ccccc2)[n+](=O)c2c(n1[O-])CCCCC2	-14	1.0	3	0.6	7	0.5	20	4	9
O=C(COC(=O)CNC(=O)c1ccc(Cl)cc1)Nc1cccc(S(=O)(=O)N2CCCC2)c1	2	2.6	-6	3.2	0	1.5	-13	-17	-20
CC(C)c1ccc(S(=O)(=O)N2CCN(C(=O)C3CCCC3)CC2)cc1	-13	4.3	-11	6.2	11	1.1	-13	-6	-1
CCSc1nc(-c2ccccc2)nc2c1CCCC2	0	-0.3	2	0.8	-8	0.5	11	-3	8
O=C(NNC1CC(=O)N(c2cccc(Cl)c2)C1=O)c1cccnc1 (stereo unspecified)	0	2.3	-2	0.1	-8	0.3	14	-5	-16

An excerpt of these results, with bars between the fields:
compound | CHO-K1 Ca antag | CHO-K1 Ca ag | OXTR potentiator | V1aR counter | GPR7 antag | OXTR ag | M1 PAM parental | CHO parental Ca | TAAR1 antag
O=C(Cn1nnc(-c2ccccc2)n1)OC1CCOC1=O (stereo unspecified) | -2 | 0.1 | -9 | -0.7 | -14 | 0.1 | 12 | 9 | -8
CSc1nnc(CNS(=O)(=O)c2ccc(F)cc2)n1C | 8 | 0.1 | 4 | 0.8 | -13 | 0.9 | 6 | 5 | 1
